Source: PubChem (several laboratories)
M5 antag = human M5 muscarinic receptor antagonists, primary screen, CHO cells, Fluo-8 calcium fluorescence. CHO-hM5 cells, ACh EC80. AID 624040, 2012. 360,000 tested, 0.59% active. Muscarinic acetylcholine receptor M5 (Homo sapiens), P08912. inhibition, % at 3 µM;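 active = inhibition above a per-plate cutoff, the mean of that plate's test compounds plus 3 SD, cut at about 27% in these data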;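 note: 0% = acetylcholine EC80 with DMSO and 100% = DMSO without agonist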
TAAR1 ag = human TAAR1 agonists, primary screen, Fluo-8 calcium fluorescence, CHO RD-HGA16 cells. Trace amine-associated receptor 1 (Homo sapiens), Q96RJ0. vehicle wells 0%, saturating PEA agonist 100%. activation, % at 3 µM. 360,000 tested, 0.99% active;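 active = activation above the mean activation of all test compounds in the run plus 3 SD, cut at about 38% in these data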
Target sequence (Q96RJ0 whole entry, looked up): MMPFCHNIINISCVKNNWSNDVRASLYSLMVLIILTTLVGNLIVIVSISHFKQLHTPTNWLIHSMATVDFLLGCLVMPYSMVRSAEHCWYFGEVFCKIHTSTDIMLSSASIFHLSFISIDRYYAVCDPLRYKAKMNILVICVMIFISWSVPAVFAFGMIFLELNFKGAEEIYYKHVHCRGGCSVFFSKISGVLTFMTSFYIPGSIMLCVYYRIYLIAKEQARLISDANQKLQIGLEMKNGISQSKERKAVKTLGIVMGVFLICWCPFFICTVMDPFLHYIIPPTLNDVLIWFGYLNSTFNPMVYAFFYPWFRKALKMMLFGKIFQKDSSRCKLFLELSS
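Repeats: no replicates (n 1) | Material: CHO-derived RD-HGA16 cells with stable Gα16 and human TAAR1 | Technique: Kinetic Fluo-8 calcium fluorescence | Schedule: 17-24 h seeding, 75 min 37 °C dye, 30 min RT | Evaluation: % activation from peak over basal fluorescence ratio, DMSO-to-PEA scaled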
CHRM4 PAM = human M4 muscarinic receptor positive allosteric modulators, primary screen, CHO-K1 cells, Fluo-8 calcium fluorescence; Muscarinic acetylcholine receptor M4 (Homo sapiens), P08173; CHO-K1 hM4/Gqi5, ACh EC20; 0% = ACh EC20, 100% = maximal ACh; activation, % at 3 µM; 360,000 tested, 0.4% active;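 active = activation above its plate's cutoff, the mean activation of sample wells plus 3 SD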; note: some results filed as inactive read as strong as hits
Target sequence (P08173 whole entry, looked up): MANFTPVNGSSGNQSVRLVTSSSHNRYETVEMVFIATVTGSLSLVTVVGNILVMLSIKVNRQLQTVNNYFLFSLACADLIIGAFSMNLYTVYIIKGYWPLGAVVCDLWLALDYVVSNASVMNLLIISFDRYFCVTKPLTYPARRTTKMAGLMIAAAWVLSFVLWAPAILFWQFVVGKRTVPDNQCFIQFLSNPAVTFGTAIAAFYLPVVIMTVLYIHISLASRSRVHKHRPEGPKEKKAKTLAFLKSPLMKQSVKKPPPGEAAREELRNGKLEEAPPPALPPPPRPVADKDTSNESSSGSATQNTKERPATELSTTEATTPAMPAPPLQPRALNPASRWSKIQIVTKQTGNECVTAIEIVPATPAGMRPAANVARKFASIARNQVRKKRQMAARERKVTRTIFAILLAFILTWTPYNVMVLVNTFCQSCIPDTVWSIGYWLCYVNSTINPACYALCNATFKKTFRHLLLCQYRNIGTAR
CHO-K1 Ca PAM = nonselective calcium activators in parental CHO-K1 cells, primary screen, counter-screen for M1 PAM project, cell-based, Fluo-8 calcium fluorescence, full deck, 1536-well | 360,000 tested, 0.02% active | activation, % at 3 µM | ATP EC20; 0% at ATP EC20, 100% at ATP max;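 active = activation above the run cutoff, the mean activation of all test compounds plus 3 SD, cut at about 40% in these data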;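 note: peak over basal fluorescence ratio in a 140 s read after ATP addition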
CRFR2-BP antag = antagonists of CRF-BP/CRF-R2 complex, primary screen, cell-based, HEK293, calcium dye fluorescence, uHTS. inhibition, % at 11.8 µM. CRF-induced calcium fluorescence. 350,000 tested, 0.59% active;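 active = inhibition of the ligand-induced calcium signal above about 50% at the single tested concentration, limit read from the data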
CRFBP-R2 agonist = agonists of CRF-BP/CRF-R2 complex, primary screen, cell-based, HEK293, calcium dye fluorescence, uHTS. 350,000 tested, 0.46% active. calcium dye fluorescence (FLIPR); percent of saturating CRF peptide response. AID 588473, 2011. activation, % at 13.2 µM;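 active = activation of at least 50%, plus an integration ratio under a set limit after plate pattern correction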;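 note: plate controls were neutral control wells without compound for no effect and CRF at EC100 for full effect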
M5 ag = human M5 muscarinic receptor agonists, primary screen, CHO-K1 cells, Fluo-8 calcium fluorescence | CHO-K1 hM5 cells; 0% DMSO wells, 100% maximal acetylcholine response | AID 624037, 2012 | 360,000 tested, 0.19% active | Muscarinic acetylcholine receptor M5 (Homo sapiens), P08912 | activation, % at 3 µM;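 active = activation above the run's mean over test compounds plus 3 SD, cut at about 23% in these data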;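 note: signal is peak over basal fluorescence ratio across the kinetic read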
TAAR1 antag = human TAAR1 antagonists, primary screen, Fluo-8 calcium fluorescence, CHO RD-HGA16 cells; 360,000 tested, 1.5% active; Trace amine-associated receptor 1 (Homo sapiens), Q96RJ0; antagonist; inhibition, % at 3 µM;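 active = inhibition above a per-plate cutoff, the mean inhibition of test compounds on that plate plus 3 SD, cut at about 49% in these data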;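 note: 0% = DMSO plus EC80 beta-PEA response and 100% = DMSO alone without agonist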
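Assay system: CHO-derived RD-HGA16 cells stably expressing human TAAR1 plus Gα16. Timing: 140 s kinetic read after compound, 140 s after agonist. Technique: kinetic Fluo-8 calcium fluorescence measurement. Measure: % inhibition of agonist calcium response.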
M5 PAM = human M5 muscarinic receptor positive allosteric modulators, primary screen, CHO-K1 cells, Fluo-8 calcium fluorescence; 360,000 tested, 0.3% active; AID 624038, 2012; CHO-K1 hM5, ACh EC20 PAM; 0% = ACh EC20, 100% = ACh EC100; Muscarinic acetylcholine receptor M5 (Homo sapiens), P08912; activation, % at 3 µM;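 active = activation above the run cutoff, the mean activation of all test compounds plus 3 SD, cut at about 18% in these data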
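Assay system – human M5 receptor in CHO-K1 cells · Read-out – % activation, ACh-normalized · Technique – Fluo-8 calcium fluorescence · Dosing – single-point, 3 µM nominal · Incubation – Fluo-8 loading 80 min at 37 °C plus 30 min room temperature · Repeats – singlicate, one well per test compound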
Numbers without * were called inactive.

SMILES	M5 antag	TAAR1 ag	CHRM4 PAM	CHO-K1 Ca PAM	CRFR2-BP antag	CRFBP-R2 agonist	M5 ag	TAAR1 antag	M5 PAM
C/C(=N\NC(=O)c1cccc(S(=O)(=O)N2CCOCC2)c1)c1ccc(OCC(=O)N(C)C)cc1	0	0	2	9	5	-1.8	2	-1	5
Cc1ccc(C(=O)CSc2nn3c(=O)c(C(C)(C)C)nnc3s2)cc1	-5	3	4	17	-45	-0.9	3	-10	2
Cc1cc(OCC(=O)N2CCN(c3ncccn3)CC2)ccc1Cl	6	2	-3	-5	-15	-0.2	0	-6	-2
COc1ccccc1-n1nnnc1SCc1cc2c(cc1Br)OCO2	-1	8	-1	-8	3	3.5	-3	29	-8
C[C@H]1CN([C@@H](C)CO)C(=O)c2cccc(NS(=O)(=O)c3ccc(F)cc3)c2O[C@H]1CN(C)Cc1ccc(Cl)c(Cl)c1	10	18	4	-20	2	6.3	2	29	4
O=C(COC(=O)c1ccc(Cl)c(S(=O)(=O)N2CCOCC2)c1)Nc1ccc2[nH]c(=O)[nH]c2c1	6	5	5	16	-1	-0.1	2	7	1
O=c1nc2ccccc2c2n1CC(CN1CCN(c3ccccc3F)CC1)N2 (centres undefined)	5	22	2	1	2	-1.6	2	44	1
CC(C)OC(=O)c1ccc(NC(=S)NC(=O)c2cncc(Br)c2)cc1	9	-1	2	7	-30	-0.9	-2	-6	0
COc1ccc(C(=O)NCC(=O)OCC(=O)NC2CCCC2)cc1	0	2	2	-15	19	0.0	-2	4	1
CCCS(=O)(=O)c1nc(S(=O)(=O)c2ccc(C)cc2)c(NCCCn2ccnc2)s1	14	1	-5	17	2	3.1	-8	-13	-2
Cc1cc2ccccn2c1C(=O)c1ccc([N+](=O)[O-])cc1[N+](=O)[O-]	10	2	0	-13	2	-2.4	-2	-5	-2
O=C(Cc1ccc(Br)cc1)N1CCN(c2ccc(F)cc2)CC1	2	24	-4	4	-9	-0.6	2	-3	1
Cc1ccc(C2NC(=O)c3c(sc4c3CCN(C)C4)N2)o1 (centres undefined)	-3	4	14	18	14	11	2	4	2
O=C(CS(=O)CC(=O)N(c1ccccc1)C(C(=O)NC1CCCC1)c1cccs1)Nc1ccc(F)cc1 (centres undefined)	-5	2	3	8	-9	-0.6	2	7	3
CC(C)n1cnc2c(NCc3ccc(S(N)(=O)=O)cc3)nc(NCc3ccc(S(N)(=O)=O)cc3)nc21	3	8	8	5	7	-2.0	1	-6	10
Cc1ccccc1Cn1c(CN2CCc3ccccc3C2)nc2c1c(=O)n(C)c(=O)n2C	-2	8	10	17	4	-0.6	-6	-9	-4
O=C(O)C(C/C(=N/O)c1ccc(Br)cc1)P(=O)(c1ccccc1)c1ccccc1 (centres undefined)	5	0	9	19	6	-1.6	-1	-11	0
CC(=O)COc1ccc(-c2csnn2)cc1	6	2	1	14	3	-1.5	-1	-16	0
c1ccc(-c2ccc(C3CCCN3)cc2)cc1 (centres undefined)	1	6	-1	10	-8	5.3	-7	-2	1
Cc1cccc(N2CCN(C(=O)c3cc(=O)[nH]c4ccccc34)CC2)c1C	3	7	4	5	-27	-1.5	-1	-3	-2
Cn1c(N)c(C(=O)COC(=O)c2ccc(OC(F)F)cc2)c(=O)n(C)c1=O	11	8	-2	7	-7	0.8	0	1	1
O=C(CCCCCn1c(SCC(=O)c2ccccc2)nc2ccccc2c1=O)NCc1ccco1	-4	17	16	10	26	6.2	0	21	3
Cc1cc(C)c(S(=O)(=O)Nc2c(C)[nH]c(=O)[nH]c2=O)c(C)c1	8	10	9	17	1	-1.3	1	-13	-6
CN1CCN(CCC(=O)N/N=C/c2ccccn2)CC1	14	2	-1	28	8	-0.4	-3	-14	-1
O=C(COC(=O)c1ccc(Cl)cc1[N+](=O)[O-])NCc1ccco1	1	2	9	7	8	-0.7	1	-2	7

Next section:
SMILES	M5 antag	TAAR1 ag	CHRM4 PAM	CHO-K1 Ca PAM	CRFR2-BP antag	CRFBP-R2 agonist	M5 ag	TAAR1 antag	M5 PAM
CC(=O)NNc1cc(N2CCOCC2)nc(N2CCOCC2)n1	-1	0	9	26	12	40	2	0	1
CCOC(=O)C1=C(C)N(C)C(=S)NC1c1ccc(Cl)cc1Cl (centres undefined)	-4	5	15	9	36	-4.4	-8	-25	-2
COC(=O)Cn1cc(C(=O)OC)cc(Br)c1=O	-6	8	5	16	13	-0.2	1	14	4
Cc1ccc2nc(C)c(C(=O)N/N=C/c3ccccc3[N+](=O)[O-])cc2c1	1	1	1	18	15	-0.6	-1	5	-1
CCn1c(SCC(=O)OC)nc2sc3c(c2c1=O)CCC3	12	7	6	12	9	-1.6	1	-12	4
Cc1cc(N2C(=O)C(O)=C(C(=O)c3ccco3)C2c2cccc(Oc3ccccc3)c2)no1 (centres undefined)	-13	2	14	-2	6	0.2	-3	-39	7
CCCCn1c(N)c(N(CCC(C)C)C(=O)CSc2nc3ccccc3s2)c(=O)[nH]c1=O	-4	0	-1	1	-14	-1.1	0	-16	2
Cc1ccccc1NC(=S)N1CCCC1	3	2	7	24	14	-1.1	0	0	-3
COc1cccc(OCc2cc(C(=O)NC3CCOCC3)no2)c1	4	5	-4	-16	0	-0.5	1	-14	11
N#Cc1cc([N+](=O)[O-])ccc1Oc1cccc(/C=N/NC(=O)c2ccc(Cl)cc2)c1	4	3	-2	9	7	-1.2	-1	-14	-6
CCCCNC(=O)CCNC(=O)c1ccc(C(C)(C)C)cc1	-1	18	2	25	17	-1.7	0	24	4
Cc1ccc2nc(NCCc3ccccc3)c3nncn3c2c1	9	3	-1	11	-14	0.7	-1	-35	3
CCOc1ccc(C2=CS/C(=C(\C#N)c3nnc4n3CCCCC4)N2CC)cc1	5	10	0	8	-16	-4.2	2	21	-6
Cc1nc2ccc(S(=O)(=O)Nc3cc(-c4nc5cccnc5s4)ccc3C)cc2s1	5	3	-6	14	-36	-2.8	2	43	-6
CCN1CC(CN(C)Cc2nc(COc3ccccc3)no2)CC1=O (centres undefined)	1	8	3	0	-3	-1.7	-1	2	-1
CCCc1cc(=O)c2ccc(OCC(C)=O)cc2o1	11	1	-32	18	4	-1.0	3	-4	-13
CCOc1nc(C)ccc1-c1noc(CC)n1	-9	9	1	-7	13	-2.7	2	9	10
Cn1c(SCC#N)nnc1-c1cccnc1	0	1	-4	-7	-1	-0.8	0	-24	-5
O=C1CCC(/C=C/c2ccccc2)=NN1Cc1ccc(Cl)c(Cl)c1	19	13	-3	-8	1	7.9	-3	20	0
O=C(COC(=O)Cn1cnc2ccccc21)Nc1ccc2c(c1)OCCO2	2	12	4	14	16	0.5	-2	3	-1
COc1ccc(OCCn2cnc3ccccc32)cc1	6	0	-1	-9	14	0.7	3	-6	-6
CC(C)C(=O)NC(Nc1ccc(S(N)(=O)=O)cc1)C(Cl)(Cl)Cl (centres undefined)	-5	5	12	17	1	-4.9	2	14	-1
Cc1cc(C)nc(NS(=O)(=O)c2ccc(NC(=O)CCN3C(=O)c4ccccc4C3=O)cc2)n1	-3	6	0	-6	-1	-2.8	-1	-5	-1
CCCCn1c(O)c(N=Nc2ccccn2)c2ccccc21	7	5	2	8	-20	7.6	0	-20	-7
NC(=O)COc1ccccc1C(=O)NC12CC3CC(CC(C3)C1)C2	11	0	-3	15	-5	-1.5	-3	-14	-1

Reformatted: results already given.
mol | M5 antag | TAAR1 ag | CHRM4 PAM | CHO-K1 Ca PAM | CRFR2-BP antag | CRFBP-R2 agonist | M5 ag | TAAR1 antag | M5 PAM
O=c1nc2ccccc2c2n1CC(CN1CCN(c3ccccc3F)CC1)N2 (centres undefined) | 5 | 22 | 2 | 1 | 2 | -1.6 | 2 | 44 | 1
CC(C)OC(=O)c1ccc(NC(=S)NC(=O)c2cncc(Br)c2)cc1 | 9 | -1 | 2 | 7 | -30 | -0.9 | -2 | -6 | 0
COc1ccc(C(=O)NCC(=O)OCC(=O)NC2CCCC2)cc1 | 0 | 2 | 2 | -15 | 19 | 0.0 | -2 | 4 | 1
CCCS(=O)(=O)c1nc(S(=O)(=O)c2ccc(C)cc2)c(NCCCn2ccnc2)s1 | 14 | 1 | -5 | 17 | 2 | 3.1 | -8 | -13 | -2
Cc1cc2ccccn2c1C(=O)c1ccc([N+](=O)[O-])cc1[N+](=O)[O-] | 10 | 2 | 0 | -13 | 2 | -2.4 | -2 | -5 | -2
O=C(Cc1ccc(Br)cc1)N1CCN(c2ccc(F)cc2)CC1 | 2 | 24 | -4 | 4 | -9 | -0.6 | 2 | -3 | 1

(listing goes on)
SMILES	M5 antag	TAAR1 ag	CHRM4 PAM	CHO-K1 Ca PAM	CRFR2-BP antag	CRFBP-R2 agonist	M5 ag	TAAR1 antag	M5 PAM
CC1CN(C(c2cccs2)c2sc3ncnn3c2O)CC(C)O1 (centres undefined)	4	1	5	12	24	-1.2	0	-21	0
CCOC(=O)Cn1nc(C)c2ccccc2c1=O	2	1	3	14	18	0.1	-3	-2	-7
COc1ccc(OCCSc2nnc(-c3ccc(OC)cc3)n2N)cc1	-3	12	5	11	5	-0.5	1	-9	-2
COc1ccc(NC(=O)c2c(F)cccc2F)cc1S(=O)(=O)Nc1ccc(Br)cc1	9	11	-4	16	63*	4.6	0	24	-7
CCOC(=O)C1=C(C)C2C3C(=O)N(c4cc(C)ccc4C)C(=O)C3C1(C)C1C(=O)N(c3cc(C)ccc3C)C(=O)C21 (centres undefined)	-5	-2	-3	13	-5	1.5	-2	-11	1
CC(=O)Nc1ccc(C(=O)OCC(=O)N2CCCC2=O)cc1	7	2	7	6	-13	1.5	0	-10	0
CCN(Cc1ccccc1)C(=O)COC(=O)Cc1c[nH]c2ccccc12	3	2	0	-13	-4	-0.8	1	-4	-2
CN(C(=O)COC(=O)COc1ccc(N(C)S(=O)(=O)c2ccc(Cl)cc2)cc1)c1ccccc1	6	2	-12	3	7	5.0	0	36	-13
COCCn1c(SCC(=O)OC(C)C)nnc1-c1ccccc1	5	3	10	3	6	0.1	-2	-18	-6
C[C@@H]1CN(Cc2nc(-c3ccc(Cl)cc3)no2)C[C@H](C)O1	5	7	13	-2	13	-1.4	4	5	12
CC(C)CNC(=O)CSc1n[nH]c(=O)n1CCc1ccccc1	15	6	3	-7	-7	3.8	-3	-14	1
COc1ccc(OC2CCN(S(=O)(=O)c3ccc(F)cc3)CC2)cc1	8	-2	-6	-8	7	-0.3	-5	-3	-2
NC(=S)c1ccc(C(N)=S)o1	-1	15	-4	4	-17	-2.3	1	5	1
COc1cccc(CNC(=O)c2ccc(Cl)c(S(=O)(=O)N3CCOCC3)c2)c1	6	6	-4	11	-5	-2.0	2	-7	0
O=C(Cn1nnc2ccccc21)N/N=C\c1cccs1	0	45*	-1	14	8	1.1	-2	20	0

No enrichment for hits; overall some 4.2% were active at least once.
